PAD4 FP inh = PAD4 (human) enzyme inhibition. Q9UM07. recombinant PAD4, RCA probe fluorescence polarization. inhibition, % at 6.36 µM. hit rate 0.41% among 330,000. AID 485272;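 active = percent inhibition above a cutoff equal to the mean of all tested compounds plus 3 SD, cut at about 15% in these data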;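 also: 0% = PAD4 with RCA probe and DMSO and 100% = probe without PAD4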
Target sequence (Q9UM07 whole entry, looked up): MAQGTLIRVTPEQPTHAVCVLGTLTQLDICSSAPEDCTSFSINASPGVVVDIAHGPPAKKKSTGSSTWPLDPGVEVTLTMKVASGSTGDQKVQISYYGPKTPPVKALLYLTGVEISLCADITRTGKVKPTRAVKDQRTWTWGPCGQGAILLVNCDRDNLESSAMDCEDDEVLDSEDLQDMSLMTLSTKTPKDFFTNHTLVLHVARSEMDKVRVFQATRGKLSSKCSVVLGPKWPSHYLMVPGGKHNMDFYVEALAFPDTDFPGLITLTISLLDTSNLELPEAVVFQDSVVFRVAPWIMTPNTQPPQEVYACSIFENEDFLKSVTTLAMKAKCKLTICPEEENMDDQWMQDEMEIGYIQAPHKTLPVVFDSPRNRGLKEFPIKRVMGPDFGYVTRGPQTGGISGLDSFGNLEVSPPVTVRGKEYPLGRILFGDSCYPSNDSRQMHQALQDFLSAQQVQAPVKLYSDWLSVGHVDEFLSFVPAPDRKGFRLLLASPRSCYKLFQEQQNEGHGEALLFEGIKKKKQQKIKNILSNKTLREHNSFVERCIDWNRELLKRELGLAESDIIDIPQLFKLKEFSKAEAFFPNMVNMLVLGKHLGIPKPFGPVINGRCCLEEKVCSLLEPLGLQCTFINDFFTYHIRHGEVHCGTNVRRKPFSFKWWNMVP
LYPLA2 inh = counter-screen for PME1 inhibitors: inhibitors of human LYPLA2; hit rate 0.38% among 320,000; recombinant LYPLA2, FP-Rh probe fluorescence polarization; inhibition, % at 5.9 µM; O95372;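 active = inhibition above the screen-wide mean plus 3 SD, limit set per campaign, cut at about 26% in these data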;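 also: 0% = LYPLA2 with DMSO and 100% = wells lacking LYPLA2 enzyme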
LYPLA1 inh = LYPLA1 (human) inhibition in PME1 counter-screen; recombinant LYPLA1, FP-Rh probe fluorescence polarization; inhibition, % at 5.9 µM; hit rate 0.16% among 320,000; AID 2174;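 active = inhibition above the mean of all tested compounds plus 3 SD, set per campaign, cut at about 14% in these data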;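 also: inhibitors block serine hydrolase probe labeling of LYPLA1 so polarization falls; 0% = enzyme with DMSO and 100% = wells lacking LYPLA1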
Target sequence (O75608 whole entry, looked up): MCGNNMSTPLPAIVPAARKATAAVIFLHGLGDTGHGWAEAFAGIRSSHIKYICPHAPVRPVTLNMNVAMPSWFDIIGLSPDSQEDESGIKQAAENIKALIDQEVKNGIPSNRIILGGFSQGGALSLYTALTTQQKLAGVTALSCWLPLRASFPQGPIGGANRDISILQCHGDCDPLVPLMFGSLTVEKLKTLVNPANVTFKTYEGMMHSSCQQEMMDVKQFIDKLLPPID
PME-1 primary = blocks human protein phosphatase methylesterase 1 | inhibition, % at 5.9 µM | AID 2130 | hit rate 0.53% among 320,000 | recombinant PME-1, FP-Rh probe fluorescence polarization | Q9Y570;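 active = inhibition above the campaign mean of all compounds plus 3 SD, cut at about 26% in these data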;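 also: competitive labeling of PME-1 active site by serine hydrolase directed probe; 0% = PME-1 with DMSO and 100% = wells lacking PME-1 enzyme; inhibitors block probe labeling so polarization falls and inhibition rises; many of its hits are not listed in these tables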
PAFAH1B3 FP inh = blocks human PAF acetylhydrolase 1B catalytic subunit 3. Q15102. recombinant PAFAH1B3, FP-rhodamine probe, fluorescence polarization. inhibition, % at 3.39 µM. hit rate 0.28% among 340,000. AID 492972;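 active = inhibition above the screen-wide average of all tested compounds plus 3 SD, cut at about 25% in these data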;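 also: 0% = enzyme with DMSO only and 100% = wells lacking PAFAH1B3 protein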
GSTO1 inh = blocks human GSTO1 in RBBP9 counter-screen | hit rate 1.1% among 300,000 | recombinant GSTO1, activity-based probe fluorescence polarization | P78417 | inhibition, % at 5.96 µM;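 active = inhibition above the campaign mean inhibition plus 3 SD, cut at about 35% in these data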;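 also: 0% = GSTO1-1 with DMSO and 100% = wells lacking GSTO1-1 enzyme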
PAFAH1B2 FP inh = blocks human PAF acetylhydrolase 1b catalytic subunit 2; P68402; recombinant PAFAH1B2, FP-rhodamine activity probe, fluorescence polarization; inhibition, % at 3.39 µM; hit rate 1.2% among 340,000; AID 492953;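 active = inhibition above the mean of all tested compounds plus 3 SD, cut at about 24% in these data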;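 also: 0% = enzyme with DMSO and 100% = wells lacking PAFAH1B2; many of its hits are not listed in these tables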
pPAFAH FP inh = inhibitors of human plasma PAF acetylhydrolase (pPAFAH); Q13093; recombinant pPAFAH, FP-rhodamine probe fluorescence polarization; inhibition, % at 3.39 µM; hit rate 1.5% among 330,000; AID 463082;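 active = inhibition above the mean inhibition across the screen plus 3 SD, cut at about 25% in these data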;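 also: inhibitors block binding of the rhodamine activity-based probe so polarization drops; 0% = enzyme with DMSO and 100% = wells lacking pPAFAH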
PREPL inh = inhibits the human prolyl oligopeptidase-like enzyme | Q4J6C6 | recombinant PREPL, fluorescence polarization activity-based probe | inhibition, % at 5.96 µM | hit rate 0.68% among 320,000 | AID 2751; in the data active = inhibition above about 43%;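 also: 0% = enzyme with DMSO and 100% = wells lacking enzyme; many of its hits are not listed in these tables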
* hit, by the source's call; nt = no result given; & = joins results of further samples. This is a subset (hit frequency here may not be typical).

SMILES	PAD4 FP inh	LYPLA2 inh	LYPLA1 inh	PME-1 primary	PAFAH1B3 FP inh	GSTO1 inh	PAFAH1B2 FP inh	pPAFAH FP inh	PREPL inh
CC(C)/C=N/NC(=O)c1cccc(N2CCCC2=O)c1	-3	-1	-2	-13	-1	-2	-1	-4	10
C#Cc1ccc([C@@H]2C=C(C(=O)NCc3nc4ccccc4[nH]3)O[C@H](OCC)[C@H]2CCCO)cc1	-6	-18	-4	-8	1	3	-6	-2	-6
O=C1CNC(=O)/C(=C\c2ccc(F)cc2)N1	3	3	6	-2	7	4	-3	8	7
COCC1CCN(Cc2nc(COc3ccccc3)no2)C1 (configuration not stated)	2	-2	2	-1	4	5	-1	2	-3
O=C1CCc2cc(S(=O)(=O)Nc3ccccc3)ccc2N1	0	-10	-6	7	10	nt	4	17	13
COc1ccc(NC(=O)C2=C(C)C(=O)OC23CCC(C)CC3)cc1Cl (configuration not stated)	4	5	1	2	-3	-1	1	1	11
CCOC(=O)c1ccc(N/C=C\C(=O)c2cccc(OC)c2)cc1	0	-2	0	5	3	-3	1	5	-11
C#CCOCCOCCOCCNc1nc(N2CCN(C(=O)[C@H](CCC(=O)O)n3cc(CN)nn3)CC2)nc(N2CCN(C(=O)[C@H](CCCCN)n3cc([C@@H](N)CC(N)=O)nn3)CC2)n1	0	nt	nt	nt	-1	nt	2	1	5
O=C(CNC(=O)c1cccs1)OCc1c(F)cccc1Cl	-2	2	1	-1	-4	1	-1	4	-11
CCOc1ccc(-n2c(Cc3cc(=O)[nH]c(=O)[nH]3)nnc2SCC)cc1	-3	-1	3	-4	6	-5	6	2	4
CN(C)/C=C(\C=O)c1ncc(C(F)(F)F)cc1Cl	-2	-7	-3	-2	1	-5	2	-3	17
CCOC(=O)c1c(N2C(=O)Nc3ccccc3N2O)sc2c1CCCC2	-7	-7	0	5	10	-9	-2	-2	5
C=C(C)CN(CC)CCC(=O)Nc1ccc(OC)cc1OC	-2	-7	-7	-7	1	-9	0	2	-6
COC(=O)[C@H]1C[C@H]2[C@@H]3CC[C@H]4C[C@@H](OC)CC[C@]4(C)[C@H]3CC[C@]2(C)[C@@]2(CCCO2)O1	2	nt	nt	nt	4	nt	3	4	nt
COc1ccccc1N(CC(=O)NCc1cccnc1)S(C)(=O)=O	0	1	0	2	-3	6	2	5	-4
CSC1=NCCN1S(=O)(=O)c1ccc(NC(C)=O)cc1	-2	6	-1	-1	10	-1	-4	1	8
COc1ccccc1N(CC(=O)NCCSCc1cccc(Cl)c1)S(C)(=O)=O	-1	0	1	-3	13	1	8	4	9
CC(C)c1ccc(CN(C(=O)c2cccs2)C2CCS(=O)(=O)C2)cc1 (configuration not stated)	1	1	0	0	7	-1	9	4	-2
Cc1ccc2cc(CN(CCN(C)C)C(=S)Nc3ccccc3)c(=O)[nH]c2c1C	-4	3	-1	-3	5	3	6	-4	10
CC(=O)c1ccc(NC(=O)C2CCCN(C(=O)c3ccc(Cl)cc3)C2)cc1 (configuration not stated)	-5	-2	1	3	nt	3	nt	3	-6
CSCCC(NC(=O)c1ccco1)C(=O)N(C)CC(=O)Nc1c(Cl)cccc1Cl (configuration not stated)	1	-1	0	1	-2	-1	4	4	4
COC(=O)[C@@H]1C[C@@]2(O)[C@H](O)[C@H](O)[C@H](O)C[C@H]2N1C/C=C/c1ccccc1	6	-2	-2	1	-7	5	2	-3	2
O=C(CCc1ccccc1)N1CCN(c2ccc(F)cc2)CC1	1	1	3	-6	2	7	2	5	-10
O=C(NCCc1c[nH]c2ccccc12)/C(=C\c1cccnc1)NC(=O)c1ccccc1F	-1	3	4	3	12	9	5	-3	0
Cc1ccccc1-n1nc(C)c(N=O)c1N	-10	0	1	2	7	-6	1	1	-2

Only PAFAH1B2 FP inh and PREPL inh, for 3 of the compounds above:
SMILES	PAFAH1B2 FP inh	PREPL inh
COc1ccccc1N(CC(=O)NCCSCc1cccc(Cl)c1)S(C)(=O)=O	8	9
COC(=O)[C@@H]1C[C@@]2(O)[C@H](O)[C@H](O)[C@H](O)C[C@H]2N1C/C=C/c1ccccc1	2	2
Cc1ccccc1-n1nc(C)c(N=O)c1N	1	-2

(further entries)
SMILES	PAD4 FP inh	LYPLA2 inh	LYPLA1 inh	PME-1 primary	PAFAH1B3 FP inh	GSTO1 inh	PAFAH1B2 FP inh	pPAFAH FP inh	PREPL inh
COC(=O)CSc1nnc(CSc2nc(C)cc(C)n2)o1	3	6	1	1	8	1	2	0	10
C=CCNc1nc(SC)nc2ccsc12	-4	3	1	2	1	5	5	0	-4
COc1cccc(N2CCN(C(=O)c3[nH]c(C)c(C(C)=O)c3C)CC2)c1	1	-6	-31	2	0	-6	1	1	5
COc1ccc(OC)c(C2=C/C(=C/c3ccccn3)C(=O)O2)c1	-1	6	-3	4	13	11	-1	2	21
CCn1nc(NC(=O)c2ccccn2)c2cc3cccc(C)c3nc21	-2	7	7	0	3	-1	4	8	-1
C=CCn1c(O)c(N=NC(=S)Nc2cccc(OC)c2)c2ccccc21	-3	10	13	6	4	-2	-2	10	22
Nc1cc(S(=O)(=O)N2CCCCC2)ccc1N1CCOCC1	-1	7	2	-2	4	-4	4	0	-10
N#CCSc1nnc(Nc2ccccc2)s1	-5	7	-4	5	4	-4	3	3	17
CS(=O)(=O)c1cccc(-c2nnc(NC(=O)c3ccc4ncsc4c3)o2)c1	-3	4	2	-6	-1	1	-6	-2	1
N#Cc1ccc(-c2csc(NC(=O)c3ccc(S(=O)(=O)N4CCc5ccccc5C4)cc3)n2)cc1	-4	-2	-1	-10	9	0	-2	-4	7
COc1ccccc1C(=O)NC(CCSC)C(=O)NCC(c1ccco1)N(C)C (configuration not stated)	3	1	2	1	5	8	5	3	-6
O=C(C[C@H]1C/C=C\C[C@@H](Cc2ccc(F)cc2)C(=O)O[C@H](c2ccccc2)CNC1=O)NCCO	4	nt	nt	nt	6	nt	16	5	15
Cc1ccc(-c2nnc(N3CCN(C(=O)c4cccs4)CC3)c3ccccc23)cc1	0	2	-2	-1	8	-4	-1	4	-4
CCSc1nnc(NC(=O)CSc2nccn2-c2cccc(C)c2C)s1	-2	-3	-3	-1	nt	-6	nt	-1	-5
CS(=O)(=O)N(CC(=O)NCC1CCCO1)c1cc(Cl)ccc1Cl (configuration not stated)	-5	-2	-1	0	2	-6	3	0	-5
COc1ccc(/C=C/C(=O)NC(C)CCc2ccccc2)cc1 (configuration not stated)	3	-8	-2	-5	0	-18	3	0	8
CCC(C(=O)OCC(=O)Nc1ccccc1-c1ccccc1)c1ccccc1 (configuration not stated)	1	1	-1	4	10	2	7	3	-2
CCOC(=O)c1cn(-c2nc(-c3ccc(Cl)c(Cl)c3)cs2)c2c(F)c(N3CCOCC3)c(F)cc2c1=O	-2	0	1	-8	-5	-1	1	-3	-6
CC(C)(C)N1C(=O)c2ccccc2NC(=O)N1Cc1ccccc1	3	2	-1	4	13	0	7	-1	2
N#Cc1ccc(CN2CCN(C(=O)c3cc(C4CC4)nn3-c3ccccc3)CC2)cc1	0	15	9	4	13	nt	8	5	1
CC12CCC(=O)N1C(C(=O)Nc1nnc(SCc3ccccc3)s1)CS2 (configuration not stated)	-6	-4	2	3	4	7	2	4	4
O=C(N/N=C/c1cccs1)c1ccc(NC(=O)c2ccccc2Cl)cc1	0	3	-3	1	2	-1	0	0	-4
CCCCCC(=O)NC(=S)Nc1ccc(N2CCCCC2)c(Cl)c1	-1	5	-1	-6	-1	-1	-2	6	8
COc1ccc(OC)c(C2CC(c3ccc(NS(C)(=O)=O)cc3)=NN2C(=O)c2ccccc2)c1 (configuration not stated)	1	-1	-3	0	13	4	-1	-1	8
CCOc1ccc(N(CC(=O)NCC2CCCO2)S(=O)(=O)c2ccc(OC)c(OC)c2)cc1 (configuration not stated)	0	0	-4	-6	2	-7	2	-1	20

Carrying on.
SMILES	PAD4 FP inh	LYPLA2 inh	LYPLA1 inh	PME-1 primary	PAFAH1B3 FP inh	GSTO1 inh	PAFAH1B2 FP inh	pPAFAH FP inh	PREPL inh
O=S(=O)(Cc1cc(-c2ccccc2)no1)c1ccccc1	0	10	2	5	4	7	1	6	-34
Cc1cc(N/N=C/c2ccccc2Cl)nc(NCc2ccccc2)n1	-10	-7	-7	-6	5	-1	0	-1	-21
CCn1cc(CN2CCC(n3nccc3NC(=O)C(OC)c3ccccc3)CC2)cn1 (configuration not stated)	-1	7	1	-2	13	-3	-2	7	10
O=C(OCC(=O)N1CCCc2ccccc21)c1cncc(Br)c1	-2	11	-1	2	0	9	8	3	16
CCNc1c(NS(=O)(=O)c2ccc(Cl)s2)c(=O)oc2ccccc12	-2	1	2	-2	11	-7	2	0	-2
CCCOc1cccc(C(=O)NC(=S)Nc2cccc(C(F)(F)F)c2)c1	0	-10	-12	-13	-4	6	-11	-2	8
Cc1ccc(CNC(=O)CCS(=O)(=O)c2ccc3c(c2)CC(C)N3C(=O)C2CC2)o1 (configuration not stated)	4	0	2	7	-3	-2	-9	2	7
Oc1ccccc1/C=N/Nc1nccnc1Cl	8	2	-6	2	4	-6	9	2	-22
NC(=NCCc1ccccc1)c1cccc([N+](=O)[O-])c1	-1	2	4	3	17	2	-1	2	-2
OCCN(CCO)CC(O)COc1ccc(Br)cc1 (configuration not stated)	0&1	3&0	3&1	-4&2	4	1&-12	-1	5&0	8&8
O=C(NCc1cccc(C(F)(F)F)c1)c1ccc2c(c1)OCCO2	-1	10	3	1	3	3	-1	3	3
CCN(Cc1ccccc1)C(=O)c1ccc(NC(=O)c2ccc(OC)cc2)cc1	5	4	3	-2	-4	0	2	1	-12
CCN1C(=NCCc2c[nH]c3ccccc23)N[C@@H](c2ccccc2)[C@H](C(=O)OC)[C@H]1C	-4	-2	4	-3	2	5	0	2	-13
O=C(c1ccc(S(=O)(=O)Nc2cccc(C(F)(F)F)c2)cc1)N1CCOCC1	-2	-1	3	3	4	-1	-4	4	-2
COc1ccc(-c2noc(CCC(=O)NC3CCCC3)n2)cc1	2	-2	0	1	9	-5	0	1	1
Cc1ccc(CCNC(=O)C2CCC(=O)N(Cc3cccc(F)c3)C2)cc1 (configuration not stated)	8	-4	-2	-2	14	-2	2	2	9
Cc1ccc(OCCCC(=O)NC(C)c2ccccc2)c(C)c1 (configuration not stated)	1	-10	0	-5	-1	11	5	6	12
O=C(COC(=O)Cn1nnc(-c2ccccc2)n1)Nc1ccccc1Br	-6	nt	nt	nt	7	nt	-2	-6	13
N#C/C(=C\c1ccccc1)C(=O)NCc1ccc(F)cc1	-4	0	1	2	7	3	9	4	-3
COC(=O)C1=C(C)N=C2SCCC(=O)N2C1/C=C/c1ccccc1 (configuration not stated)	4	10	6	-4	6	6	0	-2	11
O=C(/C=C/c1cccc([N+](=O)[O-])c1)NC1CC2CCC1C2 (configuration not stated)	-2	7	3	0	2	0	20	7	8
CCCCN(CCCC)CCNC(=O)c1ccc2nc(-c3ccccc3NC(C)=O)c(=O)[nH]c2c1	-1	6	3	-2	8	0	-2	-3	11
Cc1ccc(C(=O)N2CCCC(CCC(=O)N3CCN(c4ccccn4)CC3)C2)cn1 (configuration not stated)	-2	12	4	6	15	-1	8	7	5
O=C(CSc1ccc([N+](=O)[O-])cn1)Nc1ccc(N2CCOCC2)c(Cl)c1	-1	2	4	10	0	22	-1	9	18
CCOc1ccc(NC(=O)CCCn2nc(C)c3c(C)n(-c4ccccc4)nc3c2=O)cc1	-2	-3	-3	1	-1	5	4	4	-1
